Ba/F3 V617F tox: loss of viability in JAK2V617F-driven Ba/F3 cells. inhibition, % at 5.6 µM. AID 1446. Ba/F3 EpoR-JAK2V617F viability, ATP luminescence. 220,000 compounds, 1.1% hits;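 active means inhibition above the campaign mean plus 3 SD over all tested compounds, cut at about 24% in these data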;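 further: cytokine-independent growth of Ba/F3 cells driven by EpoR plus mutant JAK2; 0% = DMSO-treated cells and 100% = JAK inhibitor I control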
TRPN1 ag: activates the zebrafish TRPN1 channel. 220,000 compounds, 0.18% hits. activation, % at 3 µM. AID 1424. HEK293 zebrafish TRPN1-YFP, Fluo-8 calcium fluorescence; 100% = response to 87 µM carbachol;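 active means activation above its plate's cutoff, the mean activation of test wells on that plate plus 3 SD, cut at about 19% in these data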;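 further: 0% = DMSO alone and 100% = 87 µM carbachol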
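Material – zebrafish TRPN1-YFP in HEK293 cells · Doses – 3 µM single point · Schedule – dye 1 h 37 °C plus 30 min RT · Signal – Fluo-8 calcium fluorescence, excitation 470-495 nm, emission 515-575 nm · Read-out – % activation versus carbachol response · Control set – carbachol high, DMSO low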
BaF3 tox: parental Ba/F3 viability inhibition as JAK2V617F counter-screen; CellTiter-Glo ATP luminescence; inhibition, % at 5.6 µM; 220,000 compounds, 1.1% hits;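 active means inhibition above a per-campaign cutoff, the mean inhibition of all tested compounds plus 3 SD, cut at about 27% in these data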;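 further: 0% = DMSO wells and 100% = JAK Inhibitor I control wells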
S1P4 antag: human S1P4 receptor antagonism; O95977; S1P4-expressing cells, antagonist mode, reporter read-out; 220,000 compounds, 0.26% hits; AID 1510; inhibition, % at 4.98 µM; in the data active means inhibition above about 29%;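 further: 0% = wells stimulated with agonist and 100% = vehicle wells without agonist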
Target sequence (O95977 whole entry, looked up): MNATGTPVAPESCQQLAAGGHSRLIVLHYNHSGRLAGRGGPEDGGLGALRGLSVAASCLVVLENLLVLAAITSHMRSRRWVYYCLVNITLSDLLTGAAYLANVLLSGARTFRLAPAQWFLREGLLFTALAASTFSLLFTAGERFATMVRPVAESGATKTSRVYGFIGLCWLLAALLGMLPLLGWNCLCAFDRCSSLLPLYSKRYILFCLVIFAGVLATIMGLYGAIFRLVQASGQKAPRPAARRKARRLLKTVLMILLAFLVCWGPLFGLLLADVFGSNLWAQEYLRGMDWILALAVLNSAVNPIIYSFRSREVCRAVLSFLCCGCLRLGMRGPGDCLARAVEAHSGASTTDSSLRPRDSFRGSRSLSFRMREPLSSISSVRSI
Calpain2 inh: calpain II (pig) inhibition. purified calpain II, fluorogenic peptide substrate, 30 min. inhibition, % at 16 µM. 220,000 compounds, 0.37% hits;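 active means inhibition above about 50%, limit read from the data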
PERK inhibitor: human PERK inhibition, primary cell-based screen; Q9NZJ5; CHO PERK-DD fusion, SEAP luminescence translation reporter; inhibition, % at 5.6 µM; 220,000 compounds, 0.17% hits; AID 1416;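 active means inhibition above the mean inhibition of all tested compounds plus 3 SD, set separately per screening campaign, cut at about 2.9% in these data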;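 further: PERK kinase domain activated by AP20187 dimerizer at 100 nM; 0% = DMSO with dimerizer and 100% = rapamycin at 8.4 µM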
S1P4 agonist: agonists of human S1P4 receptor; activation, % at 4.98 µM; 220,000 compounds, 0.35% hits; O95977; S1P4-expressing cell line, agonist reporter assay; in the data active means activation above about 11%;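 further: 0% = DMSO vehicle and 100% = reference agonist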
EP2 modulator: modulators of human EP2 prostaglandin E2 receptor | EP2-expressing cells, cAMP HTRF FRET, PGE2 co-stimulation | induction, % at 25 µM | 260,000 compounds, 0.83% hits;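 active means compounds whose cAMP rise, as percent of the full-agonist control response, exceeds 60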;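 further: rat C6 glioma line stably carrying human EP2 under a CMV promoter; the protocol text gives 20 µM as final concentration; 100% = response of wells given 1 µM PGE2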
TRPML3 ag: agonists of human TRPML3 channel; Q8TDD5; HEK293 TRPML3-YFP, Fluo-8 calcium fluorescence; 100% = the carbachol control signal; activation, % at 3 µM; 220,000 compounds, 0.29% hits; AID 1448;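 active means activation above its plate's cutoff, the mean activation of the plate's test wells plus 3 SD, cut at about 12% in these data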;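 further: 0% = DMSO only wells and 100% = carbachol wells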
Target sequence (Q8TDD5 whole entry, looked up): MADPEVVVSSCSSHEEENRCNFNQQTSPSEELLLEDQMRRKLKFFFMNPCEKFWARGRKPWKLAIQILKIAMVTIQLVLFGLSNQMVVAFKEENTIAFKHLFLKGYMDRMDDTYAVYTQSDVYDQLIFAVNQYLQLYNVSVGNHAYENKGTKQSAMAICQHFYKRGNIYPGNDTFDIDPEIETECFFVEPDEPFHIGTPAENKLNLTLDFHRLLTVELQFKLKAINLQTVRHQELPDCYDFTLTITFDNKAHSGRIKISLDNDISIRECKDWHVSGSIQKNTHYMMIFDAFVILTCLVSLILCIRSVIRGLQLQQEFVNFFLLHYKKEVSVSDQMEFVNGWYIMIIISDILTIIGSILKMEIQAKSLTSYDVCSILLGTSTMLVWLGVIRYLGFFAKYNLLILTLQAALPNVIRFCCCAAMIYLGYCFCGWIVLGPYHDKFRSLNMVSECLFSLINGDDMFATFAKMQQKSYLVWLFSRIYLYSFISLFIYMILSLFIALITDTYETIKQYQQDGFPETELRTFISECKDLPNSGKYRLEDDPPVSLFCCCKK
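system = HEK293 cells stably carrying human TRPML3-YFP | doses = one concentration, 3 µM nominal, 0.3% DMSO | timing = dye loading 1 h 37 °C then 30 min ambient, 125 s read | detection = Fluo-8 calcium dye fluorescence, ex 470-495, em 515-575 nm | benchmarks = high control carbachol 87 µM, low control DMSO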
The depositor's hits bear a star; i = inactive; . = no result given; & = joins results of further samples. This is a random part of the collection. Share with any hit: about 3.6%.

SMILES	Ba/F3 V617F tox	TRPN1 ag	BaF3 tox	S1P4 antag	Calpain2 inh	PERK inhibitor	S1P4 agonist	EP2 modulator	TRPML3 ag
O=C(O)C1CC=CCC1C(=O)NCc1ccc2c(c1)OCO2 (configuration not stated)	-2	1.4	1	-1	-13	0.7	-2.0	22	0.3
Cc1ccc(C(=O)N(CC(=O)NC2CCCC2)c2ccccc2C)s1	1	-0.8	7	8	0	-0.2	1.0	7	0.6
COc1ccc(/C(O)=C2\C(=O)C(=O)N(c3cc(C)on3)C2c2ccccc2OC)cc1 (configuration not stated)	-1	-0.8	2	6	-15	-0.7	0.3	12	-1.8
CCc1ccc(CN2CCCC(CNS(=O)(=O)c3ccc(OC)cc3)C2)cc1 (configuration not stated)	2	1.5	6	-31	41	-0.9	0.4	-32	1.0
O=C(Nc1ccc2ccccc2c1)N1CCN(c2ncccc2C(F)(F)F)CC1	4	-0.5	5	-14	-13	-0.3	16*	-25	-0.2
CCN(CC)CCNC(=O)c1cc(-c2ccco2)nc2ccccc12	5	1.3	10	-6	i	-0.1	1.4	5	1.1
COc1ccccc1CNS(=O)(=O)c1ccc(NC(C)=O)cc1	-3	4.4	8	-24	-19	0.6	7.0	-5	2.1
CC(C)C(c1nnnn1CCc1ccccc1)N1CCOCC1 (configuration not stated)	4	-0.2	4	-5	14	0.5	-1.8	5	0.6
Cc1ccc(S(=O)(=O)N(CC(=O)N2CCc3ccccc3C2)c2ccc(Cl)c(Cl)c2)cc1	-2	0.7	10	-3	36	-0.9	-1.2	26	-0.5
O=C(NC1CCCCC1)NC1CCN(S(=O)(=O)c2ccc3c(c2)OCCO3)CC1	-1	0.2	1	6	-38	-0.1	-2.0	12&2	0.5
Cc1cnn(-c2nc(-c3ccccc3)cc(-c3ccccc3)n2)c1	5	-0.2	9	0	29	0.2	0.6	67*	0.2
Cc1ccc(/C=N/NC(=O)c2cccc(S(=O)(=O)Nc3cccc(Cl)c3)c2)o1	2	0.7	4	-14	-82	0.7	2.8	3	-0.6
CC(NC(=O)c1ccccc1)C(c1cccs1)N1CCOCC1 (configuration not stated)	-4	-0.9	-1	-3	-17	0.9	-0.1	5	-0.4
CCCNC(=O)Cn1c(=O)/c(=C\c2ccc(-c3cccc([N+](=O)[O-])c3)o2)s/c1=C\C(=O)C(C)(C)C	-2	0.0	-1	6	-33	0.1	1.6	-4	0.7
O=C(NCCCN1CCCCC1)C1(S(=O)(=O)c2ccc(Cl)cc2)CC1	0	1.1	2	-15	-12	1.1	0.5	5	-0.7
COc1ccccc1CCNC(=O)c1cnccn1	-4	-0.5	2	-16	-49	0.5	2.0	1	0.6
O=C(c1ccc2nc(N3CCOCC3)sc2c1)N1CCN(C(=O)c2ccco2)CC1	-1	2.3	-1	-11	13	-0.6	-0.5	16	0.6
CC(C)CNC(=O)Nc1ccccc1F	2	-0.9	9	9	-5	1.4	0.9	8	0.8
Cc1cc(C)n(CC2CC(=O)N(c3ccccc3)C2=O)n1 (configuration not stated)	-7	0.7	2	-5	-8	0.5	-0.1	16	-0.5
O=C1CC(c2ccc3c(c2)OCO3)Sc2nc3ccccc3n21 (configuration not stated)	2	2.0	5	-6	6	1.0	-2.2	9	0.1
CCC(CC)c1nc2cc(OC)c(OC)cc2c(=O)o1	0	1.8	5	0	-1	0.5	0.2	8	0.3
COc1ccccc1/C=N/NC(=O)CO	-3	1.5	-1	-10	-5	0.2	-0.9	31	1.0
COc1ccc(CCN2C(=O)CC(N3CCN(S(=O)(=O)c4ccccc4)CC3)C2=O)cc1 (configuration not stated)	-2	1.4	4	-5	0	-0.7	-0.2	-9	1.6
N#C/C(=C\c1cccs1)C(=O)NCC1CCCO1 (configuration not stated)	-1	1.2	7	-11	3	0.5	-1.1	18	0.6
CCC(C(=O)N1CCc2ccccc2C1)n1nc(C)n2c(cc3occc32)c1=O (configuration not stated)	0	0.2	8	-18	-31	0.1	1.6	23	0.1
COc1cc(SC)ccc1C(=O)NCCc1ccccc1	-2	-1.3	3	-7	6	0.3	2.1	-22	-0.1
CN(C)C1=NCC(CSC(=N)N)S1 (configuration not stated)	3	0.4	-4	-4	-37	1.1	0.6	18	0.7
O=C(O)CCc1ccc(-c2ccccc2)n1Cc1ccco1	-2	-1.4	2	3	-50	0.3	1.7	-2	-0.1
COc1ccc(-c2ccnc3c(C(=O)O)cnn23)cc1	0	-0.1	2	-5	i	0.5	-1.8	9	1.0
COc1cccc(C(=O)N/N=c2\sc3ccccc3n2C)c1	0	1.0	6	-13	26	-0.8	1.2	-52	0.1
CNc1nc(C)nc(N/N=C/c2ccccc2)n1	-4	0.9	3	-12	-28	1.4	1.6	24	0.9
Cc1ccc(C(=O)O/N=C2\CCSc3ccc(C)cc32)cc1	2	0.1	3	-31	1	-0.4	0.5	27	0.8
COC(=O)c1cc(OC)c(OC)cc1NC(=O)c1cc(C)on1	-3	-0.8	3	-20	.	-0.4	-1.4	.	0.6
COc1cc(C2NC(=O)NC(c3ccccc3)=C2C(C)=O)ccc1OCC(=O)O (configuration not stated)	-1	1.4	6	-3	25	1.2	1.2	13	0.4
Cc1ccc(N(CC(=O)Nc2ccccc2C(=O)NCc2ccco2)S(=O)(=O)c2ccccc2)cc1C	1	2.1	5	-37	-170	-1.2	-0.9	7	-0.1
O=C(CN(CCc1ccccc1)S(=O)(=O)c1ccc(Br)cc1)N/N=C/c1ccc2c(c1)OCO2	-2	-1.4	5	-4	9	0.1	-0.6	10	0.5

Ordered by value in EP2 modulator (low to high): some entries from above.
| Molecule | S1P4 antag | Calpain2 inh | PERK inhibitor | S1P4 agonist | EP2 modulator | TRPML3 ag |
| --- | --- | --- | --- | --- | --- | --- |
| Cc1ccc(N(CC(=O)Nc2ccccc2C(=O)NCc2ccco2)S(=O)(=O)c2ccccc2)cc1C | -37 | -170 | -1.2 | -0.9 | 7 | -0.1 |
| COc1ccc(-c2ccnc3c(C(=O)O)cnn23)cc1 | -5 | i | 0.5 | -1.8 | 9 | 1.0 |
| Cc1ccc(C(=O)O/N=C2\CCSc3ccc(C)cc32)cc1 | -31 | 1 | -0.4 | 0.5 | 27 | 0.8 |

The listing continues:
SMILES	Ba/F3 V617F tox	TRPN1 ag	BaF3 tox	S1P4 antag	Calpain2 inh	PERK inhibitor	S1P4 agonist	EP2 modulator	TRPML3 ag
Cc1ccc(-n2nnc(-c3cnc4ccccc4c3)n2)cc1	6	-0.9	-2	-3	8	0.1	4.0	-9	-0.2
CC(=O)c1cc(F)c(N2CCN(C(=O)COc3ccc(F)cc3)CC2)cc1C	5	6.5	11	1	6	-0.1	1.0	-64	1.8
O=C1OCCC1Sc1nnc(-c2ccco2)o1 (configuration not stated)	-1	0.2	5	-20	11	2.0	1.3	18	-0.3
NC(=O)NC(=O)COC(=O)c1ccc2c(c1)C(=O)N(Cc1ccccc1)C2=O	-3	2.7	-6	-11	-1	2.3	0.6	2	0.9
COC(=O)N/N=C(\CCC(=O)O)c1cccs1	-4	-0.3	0	-15	-1	2.4	27*	1	-0.3
O=C(O)c1ccccc1C(=O)Nc1ccccn1	-3	0.3	3	-5	-30	2.2	-0.7	-5	0.0
Cn1c(/C=C(\C#N)C(N)=S)ccc1-c1ccc(Br)cc1	2	2.0	5	0	28	-0.4	3.8	-5	0.8
O=C(CCn1c(=O)[nH]c2ccsc2c1=O)N1CC(=O)N(CCc2ccccc2)C(=O)C1	-2	0.0	-3	7	-6	0.6	-3.4	3	0.3
S=C(NCCC1=CCCCC1)Nc1ccccc1	5	1.6	4	-20	-16	0.2	-4.4	-4	-0.1
C=C(C)c1cccc(C(C)(C)NC(=O)NCc2ccncc2)c1	0	-1.0	3	-28	-2	-0.3	2.1	-2	-1.0
Cc1cccc(OCC(=O)N/N=C\C=C\c2ccc3c(c2)OCO3)c1C	0	0.7	2	-6	-37	0.0	-1.1	-30	0.2
COc1cccc2cc(C(=O)C3=C(O)C(=O)N(CCN(C)C)C3c3ccc(Cl)cc3)oc12 (configuration not stated)	0	0.3	4	-2	-69	0.2	0.8	18	0.6
Cc1cc(O)cc(O)c1C(=O)Cc1ccccc1	-1	0.1	1	-5	-3	1.0	0.9	-6	-0.2
CCCCCCC(=O)Nc1nc(C)c(-c2csc(Nc3ccc(Cl)cc3)n2)s1	2	0.6	1	-8	-12	-0.8	0.5	10	-0.1
O=C(CSc1nnc2ccccn12)N1CCc2ccccc21	-3	-0.1	4	-5	-21	0.7	0.4	-22	-0.4
O=C(CSc1nc2ccccc2[nH]1)N1CCN(C(=O)c2ccco2)CC1	3	-0.6	8	-23	17	-0.2	1.6	-2	0.1
COC(=O)c1ccc(COC(=O)CNC(=O)c2ccc(-c3ccccc3)cc2)cc1	2	-1.4	0	-20	4	0.4	0.1	-20	0.4
CCN1C(=O)c2n[nH]c(C(=O)OC)c2C1=O	-2	-0.7	-2	-10	4	0.2	0.5	5	0.5
CCn1c(CCNC(=O)c2ccc(OC)c(OC)c2)nc2ccccc21	3	-0.7	5	-15	4	-0.6	0.8	16	2.7
N/C(=N\OC(=O)CCCc1ccccc1)c1cccc([N+](=O)[O-])c1	0	0.8	5	-10	1	0.8	1.2	1	0.8
Nc1ccc(S(=O)(=O)c2ccc(N)cc2)cc1	-1	-0.7	3	-11	-1	0.4	1.0	-5&5	0.4
CCOC(=O)c1sc2nccc(N(C)C)c2c1N=CNOC	3	-1.3	7	0	-5	-2.5	1.9	11	-0.3
O=[N+]([O-])c1ccccc1N/N=C\c1ccccc1Cl	6	0.5	2	-36	-11	-0.8	-1.0	-6	0.1
O=C(NNC1=NCCC1)c1cccc(S(=O)(=O)N2CCOCC2)c1	-3	1.8	4	-16	16	1.3	3.8	8	0.6
COC(=O)CN(c1cccc(F)c1)S(C)(=O)=O	2	0.0	5	7	18	0.2	-1.8	15	1.6
Cc1cc(C)c(C)c(OCC(=O)NCC2CCCO2)c1 (configuration not stated)	-1	1.6	3	-12	-26	-0.4	1.2	8	0.3
Cc1ccc(S(=O)(=O)N2CCN(Cc3nc4ccccc4n3C)CC2)cc1	-2	0.1	2	7	-4	-0.3	-1.3	-12	1.5
CS(=O)(=O)NN1C(=O)c2ccccc2NC12CCCC2	3	1.6	3	-6	i	0.1	2.0	20	1.4
NC(=O)CSc1nc2sc3c(c2c2ncnn12)CCCC3	-3	0.6	4	-23	-19	-1.1	2.3	-5	0.1
C=C(C)CN1C(=O)c2ccccc2C1=O	0	0.3	4	-23	-21	0.8	1.7	-10	0.7
C/C=C/c1ccc(OCCCCN2C(=O)NC(C)(C)C2=O)c(OC)c1	-4	-1.0	0	-12	15	-0.5	-2.2	-23	-0.8
CCn1c(C)c2c([n+]1CC)CC(C)(C)CC2=O	-3	-0.2	1	10	-57	0.1	-1.9	13	1.1
COC(=O)N/N=C/c1c(C)nn(-c2cccc(Cl)c2)c1Cl	-1	-3.2	6	-11	6	0.1	2.0	25	-0.7
Cn1c(SCC(=O)Nc2ccc3nc(SCC(=O)NC4CC4)sc3c2)nnc1-c1ccccc1	0	0.6	6	-20	-54	1.1	0.5	6	-0.2
CC1CCc2c(sc3ncn(CCO)c(=O)c23)C1 (configuration not stated)	-2	-1.9	8	3	-2	0.5	2.5	-11	0.4
